# Compound activity deposited in PubChem BioAssay by Sanford-Burnham Center for Chemical Genomics.
# SENP6 inh – blocks the human protease SENP6. inhibition, % at 10 µM. AID 2599. Recombinant SENP6 catalytic domain, aminoluciferin luminescence. hit rate 1.8% among 330,000;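 active = inhibition above about 50% at the single tested dose, limit read from the data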;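 also: plate controls were DMSO wells with enzyme for no effect and DMSO wells lacking enzyme for full effect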
# SENP8 inh – blocks human SENP8 cleavage of Nedd8 substrate; AID 602440; recombinant SENP8, Nedd8 substrate fluorescence; Q96LD8; inhibition, % at 20 µM; hit rate 0.64% among 360,000; in the data active = inhibition mostly above about 40%, no sharp cut-off; inactive = mostly below about 27%
# Target sequence (Q96LD8 whole entry, looked up): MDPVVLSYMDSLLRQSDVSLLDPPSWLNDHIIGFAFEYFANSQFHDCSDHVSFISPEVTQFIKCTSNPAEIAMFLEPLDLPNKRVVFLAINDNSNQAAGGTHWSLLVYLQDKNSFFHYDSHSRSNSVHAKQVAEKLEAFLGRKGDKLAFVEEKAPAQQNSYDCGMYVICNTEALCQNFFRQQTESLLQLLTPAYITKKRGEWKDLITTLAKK
# MPTP block – blocks calcium-induced mitochondrial swelling | inhibition, % at 10 µM | hit rate 1.4% among 360,000 | isolated mouse mitochondria, Ca2+ swelling absorbance, 30 min;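 active = inhibition of 50% or more, scaled per plate between neutral and stimulator controls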;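 also: 0% = DMSO wells given calcium and 100% = 1 mM EGTA wells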
# PfG6PD inh – PfG6PD (Plasmodium falciparum) enzyme inhibition | PfGluPho enzyme, NADPH resazurin-diaphorase fluorescence | inhibition, % at 20 µM | hit rate 0.78% among 350,000 | AID 504690;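 active = inhibition reaching at least a set limit at 20 µM in the primary screen, cut at about 59% in these data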;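 also: 0% = DMSO wells with substrate and 100% = DMSO wells lacking glucose-6-phosphate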
# ATG4B inhibitor – inhibitors of human ATG4B cysteine protease. inhibition, % at 8.33 µM. hit rate 0.51% among 340,000. ATG4B cleavage of LC3-PLA2, NBD-HPC fluorescence, 1 h. Q9Y4P1; in the data active = inhibition above about 40%
# HKDC1 inhibitor – inhibitors of human hexokinase HKDC1; Q2TB90; recombinant HKDC1, G6PDH/diaphorase resazurin coupled fluorescence; inhibition, % at 20 µM; hit rate 0.16% among 340,000;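 active = inhibition above about 35% when tested at 20 µM, limit read from the data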;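 also: plate controls were DMSO wells with enzyme for no effect and DMSO wells lacking enzyme for full effect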
#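 Material – in-house recombinant HK5 (HKDC1) enzyme · Quantity – HKDC1 at 5 µg/mL · Buffer or medium – pH 8.0 Tris buffer with 10 mM MgCl2 · Reagent – glucose with 1 mM ATP · Dosing – single 20 µM dose · Times – reaction time 90 min, room temperature, protected from light · Technique – resorufin fluorescence at 613 nm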
# SENP7 block – blocks the human protease SENP7; Q9BQF6; recombinant SENP7, Z-RLRGG-aminoluciferin luminescence, 40 min; inhibition, % at 5 µM; hit rate 1.5% among 330,000; AID 434973;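 active = inhibition above about 50% at the single test dose, limit read from the data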;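 also: plate controls were DMSO with enzyme for no effect and no enzyme buffer wells for full effect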
# Target sequence (Q9BQF6 706-1050 limits assumed): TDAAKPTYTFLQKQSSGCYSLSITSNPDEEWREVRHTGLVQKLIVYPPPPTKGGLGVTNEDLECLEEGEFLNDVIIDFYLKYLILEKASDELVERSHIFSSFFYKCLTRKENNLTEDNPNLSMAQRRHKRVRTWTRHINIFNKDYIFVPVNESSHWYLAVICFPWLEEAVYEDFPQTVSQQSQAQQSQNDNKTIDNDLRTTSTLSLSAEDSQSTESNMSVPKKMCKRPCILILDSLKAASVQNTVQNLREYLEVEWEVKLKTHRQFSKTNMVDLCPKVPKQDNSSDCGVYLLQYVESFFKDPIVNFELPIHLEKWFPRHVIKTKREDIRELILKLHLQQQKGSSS
# NR3A LBD binder – modulators (binders) of human NR3A ligand-binding domain | NR3A LBD differential scanning fluorimetry, Tm shift; 0% = protein alone, 100% = glycine-bound protein | Tm shift relative to glycine control, % at 25 µM | hit rate 2.5% among 340,000 | AID 1259313;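 active = melting temperature shift of at least 10% of the positive control shift, at one fixed dose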
# Starred values were filed as active, the others as inactive; i = inactive; x = no result given; & = joins results of further samples.
SMILES,SENP6 inh,SENP8 inh,MPTP block,PfG6PD inh,ATG4B inhibitor,HKDC1 inhibitor,SENP7 block,NR3A LBD binder
NS(=O)(=O)c1cccc(NS(=O)(=O)c2ccc(/C=C/C(=O)O)cc2)c1,-12,2,1.3,-33,-9,-3,-1,-1
CCN(C1CCCCC1)S(=O)(=O)CCNC(=O)c1ccccc1,3,34,-2.1,6,-2,2,0,1
CC(=O)N(Cc1ccc(Cl)cc1)c1cnccn1,2,-204,-0.7,-1,-7,-3,5,-1
CSCc1c(C(=O)Nc2ccc3c(c2)OCO3)oc2ccccc12,18,1,0.0,68*,26,4,1,-12
COc1cccc(CNC(=O)CN2C(=O)c3ccccc3S2(=O)=O)c1,-12,16,-0.8,-9,5,1,-1,0
Cc1ccsc1C(=O)Nc1cccc(S(=O)(=O)N(C)C)c1,12,10,-1.1,-1,12,10,4,0
Cc1ccc2cc(CCNC(=O)C(C)(C)C)c(=O)[nH]c2c1,-9,-39,1.1,-3,-4,3,-1,-1
O=C(NCCOC(=O)c1ccc(Cl)c(S(=O)(=O)N2CCCCC2)c1)c1ccncc1,-7,17,0.1,-17,0,-5,1,2
O=C(Cn1cc(C(F)(F)F)cc(Cl)c1=O)NCC1COc2ccccc2O1 (centres undefined),-17,3,-0.6,2,-7,-5,5,0
COc1ccc(CNC(=O)c2cc(=O)c3c(C)cc(C)cc3o2)cc1,-32,20,-0.1,1,-7,-1,-4,0
CCCOc1ccc(CCc2n[nH]c(=S)n2-c2ccccc2)cc1,10,24,0.9,26,4,-4,-2,-2
O=C1CSC(c2cccnc2)N1c1ccccc1 (centres undefined),7,29,1.8,-13,2,-4,6,0
Nc1ccc2c(c1)C(=O)N(CCCC(=O)O)C2=O,-1,14,-1.1,13,0,1,3,4
CCN(C(=O)COc1ccc(C(=O)c2ccccc2)cc1)c1ccccc1,41,13,-0.6,6,-3,-2,22,0
O=C(COC(=O)c1cc(S(=O)(=O)N2CCOCC2)ccc1Cl)Nc1ccc2c(c1)OCO2,-7,45*,0.4,25,-3,-1,4,2
O=C(Nc1nnc(C2CCCCC2)s1)c1ccco1,-17,2,4.2,-24,6,5,-14,-3
O=C(N/C(=C/C=C/c1ccccc1)C(=O)N1CCOCC1)c1ccccc1Br,-6,7,0.3,1,-11,-3,-3,-1
COc1cccc(C(=O)NC2CCCN(C3Cc4ccccc4C3)C2)c1OC (centres undefined),-4,7,-1.3,-5,-1,0,1,3
Cc1noc(C)c1C(=O)NCCc1ccc(S(N)(=O)=O)cc1,-12,6,1.0,-6,-4,-4,10,1
Cc1ccc(S(=O)(=O)N(C)C)cc1NC(=O)COC(=O)C1=COCCO1,-2,18,0.4,7,-11,6,-1,1

# Gathered by group: those above with a furan ring, fused or not
SMILES,SENP6 inh,SENP8 inh,MPTP block,PfG6PD inh,ATG4B inhibitor,HKDC1 inhibitor,SENP7 block,NR3A LBD binder
CSCc1c(C(=O)Nc2ccc3c(c2)OCO3)oc2ccccc12,18,1,0.0,68*,26,4,1,-12
O=C(Nc1nnc(C2CCCCC2)s1)c1ccco1,-17,2,4.2,-24,6,5,-14,-3

# Continued.
SMILES,SENP6 inh,SENP8 inh,MPTP block,PfG6PD inh,ATG4B inhibitor,HKDC1 inhibitor,SENP7 block,NR3A LBD binder
CCOc1ccc(/C=C/C(=O)c2ccccc2)cc1,76*,-5,-0.3,22,0,7,83*,-34
COc1cc(OC)c(OC)cc1CN(C)CCc1ccccn1,-22,21,-0.2,-4,8,3,-1,-2
CC1(C)CC(N2CCC(=O)N(C3CC(C)(C)NC(C)(C)C3)C2)CC(C)(C)N1,2,30,-4.5,-5,-5,1,4,-1
N/C(=N\OC(=O)COc1ccc(Br)cc1)c1cccc([N+](=O)[O-])c1,-12,15,3.6,-4,-4,-2,12,2
c1ccc(C(c2ccccc2)N2CCN(c3nc4ccccc4n4cnnc34)CC2)cc1,-13,x,x,-1,-4,1,-2,-5
CCCc1cc(=O)oc2cc(OCC(=O)Nc3cc(C)on3)ccc12,-19,-345,-1.5,4,-1,-8,10,0
O=C(CNC(=O)c1ccco1)OCc1ccccc1Cl,-2,8,-0.8,-2,-2,-7,-6,1
CCc1cc(C(N)=S)ccn1,-3&4,3&2,1.0&0.6,16&-14,-2&1,-7&-1,6&-2,3&0
O=[N+]([O-])c1ccc(O)c(Nc2c([N+](=O)[O-])ccc3nonc23)c1,19,26,14,-19,3,4,-3,x
COc1ccc(NC(=O)Nc2ccc3c(c2)C(=O)N([C@H](C)CO)C[C@H](C)[C@@H](CN(C)S(=O)(=O)c2ccccc2)O3)cc1,-5,-3,-0.2,3,-17,-1,11,-9
CC(=O)c1ccc(NC(=S)NC(C)CCc2ccccc2)cc1 (centres undefined),-11,15,89*,6,-8,-9,1,1
CCOC(=O)c1[nH]c2cc3c(cc2c1NC(=O)CN1CCC(C)CC1)OCO3,0,i,1.6,12,-1,-6,-6,-3
CC(Oc1ccc(Cl)cc1)C(=O)Nc1cccc(S(=O)(=O)N2CCOCC2)c1 (centres undefined),-8,8,-1.0,11,-6,-5,-4,0
Cc1c(NC(=O)c2ccc(NS(=O)(=O)c3cccc([N+](=O)[O-])c3)cc2)c(=O)n(-c2ccccc2)n1C,x,12,-0.9,-4,-7,2,x,0
NC(=O)c1ccsc1NC(=O)c1ccc(S(=O)(=O)N2CCCc3ccccc32)cc1,-3,-17,1.7,8,-10,2,1,16*
Cc1ccc(C2C(C(=O)c3cccs3)=C(O)C(=O)N2c2ccc(S(N)(=O)=O)cc2)cc1 (centres undefined),-3,-7,3.8,11,-5,2,-3,-5
CCS(=O)(=O)c1nc(S(=O)(=O)c2ccc(C)cc2)c(N2CCN(CCO)CC2)s1,-22,10,-1.2,-7,-3,-4,11,0
O=C(O)c1ccc(Cl)cc1NC(=O)C1CCCO1 (centres undefined),2,10,1.1,1,9,3,-11,4
CCN1CCN(S(=O)(=O)c2ccc(Cl)c(C(=O)N(C)Cc3cccc(OC)c3)c2)CC1,-8,5,-1.5,-7,6,-9,2,0
CCc1nc(SCC(=O)Nc2cc(C)on2)n[nH]1,-4,12,-1.4,-3,-5,-6,6,-4

# A stretch from further up:
SMILES,SENP6 inh,SENP8 inh,MPTP block,PfG6PD inh,ATG4B inhibitor,HKDC1 inhibitor,SENP7 block,NR3A LBD binder
CCOc1ccc(/C=C/C(=O)c2ccccc2)cc1,76*,-5,-0.3,22,0,7,83*,-34
COc1cc(OC)c(OC)cc1CN(C)CCc1ccccn1,-22,21,-0.2,-4,8,3,-1,-2

# The listing continues.
SMILES,SENP6 inh,SENP8 inh,MPTP block,PfG6PD inh,ATG4B inhibitor,HKDC1 inhibitor,SENP7 block,NR3A LBD binder
CCCC(CCC)C(=O)Nc1ccc2c(c1)N(C(=O)CN1CCN(C)CC1)c1ccccc1CC2,-1,9,-0.4,15,-6,1,11,-1
O=C(/C=C/c1ccc(F)cc1)NC(=S)NNC(=O)c1cccnc1,-7,17,2.0,-17,-8,-14,11,-2
CC(=O)Nc1cccc(NC(=O)c2ccc3[nH]c(C)c(C)c3c2)c1,-14,-21,-2.9,78*,-21,-3,-5,28*
O=C(CCCN1C(=O)c2cccnc2C1=O)N1CC(=O)N(CCc2ccccc2)C(=O)C1,-8,16,1.0,-9,-16,-5,-10,1
CCc1ccc(-c2ccc3nnc(SCC(N)=O)n3n2)cc1,9,-273,1.1,8,-4,3,0,2
COc1ccc(CN(C2CC2)S(=O)(=O)c2ccccc2Br)cc1,x,8,-0.6,5,-3,15,2,13*
Cc1ccc(S(=O)(=O)CC(=O)Nc2cccc(C)n2)cc1,-4,8,0.0,1,-14,-4,-3,-4
CCOC(=O)c1oc2ccc(S(=O)(=O)n3nc(-c4ccc(Cl)cc4)cc3N)cc2c1C,-11,9,6.3,0,0,4,-8,3
FC(F)(F)c1cnc(Oc2ccccc2-c2nnco2)c(Cl)c1,-7,2,-0.2,-10,-13,-15,-1,0
Cc1cc(NC(=O)CCCn2cnc([N+](=O)[O-])n2)no1,-1,23,0.0,-3,-4,-4,0,0
COC(=O)c1c(C)c(OC(=O)c2c(C)cc(O)c(C=O)c2O)cc(C)c1O,-14,-6,10,-7,-4,8,10,-4
O=C(NCCCc1ccccc1)C1CC(=O)N(c2ccc3c(c2)OCCO3)C1 (centres undefined),0,1,3.0,-4,-11,-10,-6,0
O=C(c1cc([N+](=O)[O-])cc([N+](=O)[O-])c1)N(Cc1nnc(-c2ccccc2Cl)o1)C1CC1,3,8,-2.9,1,0,8,5,-3
O=C(NCCCl)Nc1ccccc1NS(=O)(=O)c1cccs1,-11,6,-0.6,19,-8,-3,3,3

# Only HKDC1 inhibitor, for some of the entries so far:
smiles,HKDC1 inhibitor
COc1ccc(NC(=O)Nc2ccc3c(c2)C(=O)N([C@H](C)CO)C[C@H](C)[C@@H](CN(C)S(=O)(=O)c2ccccc2)O3)cc1,-1
CC(=O)c1ccc(NC(=S)NC(C)CCc2ccccc2)cc1 (centres undefined),-9
CCOC(=O)c1[nH]c2cc3c(cc2c1NC(=O)CN1CCC(C)CC1)OCO3,-6
CC(Oc1ccc(Cl)cc1)C(=O)Nc1cccc(S(=O)(=O)N2CCOCC2)c1 (centres undefined),-5
Cc1c(NC(=O)c2ccc(NS(=O)(=O)c3cccc([N+](=O)[O-])c3)cc2)c(=O)n(-c2ccccc2)n1C,2
NC(=O)c1ccsc1NC(=O)c1ccc(S(=O)(=O)N2CCCc3ccccc32)cc1,2
